Compound activity deposited in PubChem BioAssay by National Center for Advancing Translational Sciences (NCATS).
MBNL1 CUG block: inhibitors of human MBNL1 binding to CUG repeat RNA; Q9NR56; TR-FRET MBNL1-His/biotin-(CUG)12 binding, 665/545 ratio; Potency, µM (series often up to 57.5 µM), without a hit: at the top dose activity change, negative = inhibition, usual class: inhibitors; actives 0.036% (n = 280,000); active = well fitted inhibition curve with a large enough effect in the signal ratio, with a control signal flat, not every such curve was filed as active; inconclusive = small, poorly fitted or top-dose-only effect, or effect the other way, or a change in a side signal; inactive = no such curve, though single readings can be large or run the other way; the % refers to the signal ratio; note: potency is the fitted concentration of half-maximal effect; % is set by controls: 0 for no effect and ±100 for the full control effect
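TR-FRET readout: Ex 340 nm, 665/545 nm emission ratio, normalized to buffer-only (basal) and MBNL1-(CUG)12 controls. Complex of MBNL1-His with Biotin-(CUG)12, compounds 92 nM–58 uM, incubated 60 min at room temperature.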
S-ASM inh: blocks human secretory acid sphingomyelinase; P17405; placental ASM, HMU-PC fluorogenic substrate, 60 min; Potency, µM (top dose mostly 57.5 µM), for inactives: top-dose activity change, negative = inhibition, most hits filed as inhibitors; actives 0.006% (n = 340,000); AID 504937; note: potency is the fitted concentration of half-maximal effect
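HMU-PC0 cleavage (9 uM final) by human placental ASM, 60 min at 37 °C following 10 min compound exposure at RT; stopped at pH 10, fluorescence Ex 386/Em 447 nm.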
A-T KAP1 phos: potential ataxia-telangiectasia treatments restoring KAP-1 phosphorylation. […] A-T fibroblasts, KAP-1 phosphorylation AlphaLISA; neocarzinostatin DNA damage 30 min before lysis. Potency, µM (series often up to 57.5 µM), without a hit: at the highest dose activation, most hits filed as activators. actives 0.19% (n = 320,000). AID 485349; note: potency is the fitted concentration of half-maximal effect; % of control where 0% means no effect; nearly all actives have a fitted effect of over 45% in size
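hTERT-immortalized A-T patient fibroblasts ([…]), 500 cells/well in OPTI-MEM, 1% FBS, got compounds for 60 min, then NCS for 30 min at 37C. Lysates were then assayed for phospho-KAP-1 by AlphaLISA (anti-pKAP1 donor, anti-KAP1 acceptor beads), 6 hr at 25C.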
Mito fusion yeast: mitochondrial division inhibition or fusion activation; S. cerevisiae fusion-defective mutant growth rescue, CellTiterGlo 48 h; Potency, µM (titrated, usually from 46.1 µM), for the others: at the highest dose growth rescue (activation), usual class: activators; actives 0.23% (n = 320,000);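 note: potency is the fitted concentration of half-maximal effect; % of control where 0% means no effect; nearly all actives have a fitted effect of over 45% in size; temperature-sensitive fusion mutants such as fzo1-1 at 37 °C on non-fermentable ethanol glycerol medium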
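Growth-rescue viability read-out: after 48 h at the non-permissive 37C in glycerol/ethanol YPEG, yeast mitochondrial fusion mutants are measured by CellTiterGlo luminescence; compounds (23 nl pinned per well) restoring growth score as division inhibitors or fusion activators.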
CXXC DNA block: blocks binding of human MLL CXXC domain to DNA; Potency, µM (series often up to 115 µM), for inactives: top-dose activity change, negative = inhibition, actives largely listed as inhibitors; actives 0.037% (n = 290,000); MLL-CXXC / FITC-HOXA9 DNA fluorescence polarization; Q03164; active = well fitted inhibition curve with a large enough effect in the polarisation, with a control signal flat, not every such curve was filed as active; inconclusive = small, poorly fitted or top-dose-only effect, or effect the other way, or a change in a side signal; inactive = no such curve, though single readings can be large or run the other way; the % refers to the polarisation; note: potency is the fitted concentration of half-maximal effect
Target sequence (Q03164 whole entry, looked up, the tested form may be a part): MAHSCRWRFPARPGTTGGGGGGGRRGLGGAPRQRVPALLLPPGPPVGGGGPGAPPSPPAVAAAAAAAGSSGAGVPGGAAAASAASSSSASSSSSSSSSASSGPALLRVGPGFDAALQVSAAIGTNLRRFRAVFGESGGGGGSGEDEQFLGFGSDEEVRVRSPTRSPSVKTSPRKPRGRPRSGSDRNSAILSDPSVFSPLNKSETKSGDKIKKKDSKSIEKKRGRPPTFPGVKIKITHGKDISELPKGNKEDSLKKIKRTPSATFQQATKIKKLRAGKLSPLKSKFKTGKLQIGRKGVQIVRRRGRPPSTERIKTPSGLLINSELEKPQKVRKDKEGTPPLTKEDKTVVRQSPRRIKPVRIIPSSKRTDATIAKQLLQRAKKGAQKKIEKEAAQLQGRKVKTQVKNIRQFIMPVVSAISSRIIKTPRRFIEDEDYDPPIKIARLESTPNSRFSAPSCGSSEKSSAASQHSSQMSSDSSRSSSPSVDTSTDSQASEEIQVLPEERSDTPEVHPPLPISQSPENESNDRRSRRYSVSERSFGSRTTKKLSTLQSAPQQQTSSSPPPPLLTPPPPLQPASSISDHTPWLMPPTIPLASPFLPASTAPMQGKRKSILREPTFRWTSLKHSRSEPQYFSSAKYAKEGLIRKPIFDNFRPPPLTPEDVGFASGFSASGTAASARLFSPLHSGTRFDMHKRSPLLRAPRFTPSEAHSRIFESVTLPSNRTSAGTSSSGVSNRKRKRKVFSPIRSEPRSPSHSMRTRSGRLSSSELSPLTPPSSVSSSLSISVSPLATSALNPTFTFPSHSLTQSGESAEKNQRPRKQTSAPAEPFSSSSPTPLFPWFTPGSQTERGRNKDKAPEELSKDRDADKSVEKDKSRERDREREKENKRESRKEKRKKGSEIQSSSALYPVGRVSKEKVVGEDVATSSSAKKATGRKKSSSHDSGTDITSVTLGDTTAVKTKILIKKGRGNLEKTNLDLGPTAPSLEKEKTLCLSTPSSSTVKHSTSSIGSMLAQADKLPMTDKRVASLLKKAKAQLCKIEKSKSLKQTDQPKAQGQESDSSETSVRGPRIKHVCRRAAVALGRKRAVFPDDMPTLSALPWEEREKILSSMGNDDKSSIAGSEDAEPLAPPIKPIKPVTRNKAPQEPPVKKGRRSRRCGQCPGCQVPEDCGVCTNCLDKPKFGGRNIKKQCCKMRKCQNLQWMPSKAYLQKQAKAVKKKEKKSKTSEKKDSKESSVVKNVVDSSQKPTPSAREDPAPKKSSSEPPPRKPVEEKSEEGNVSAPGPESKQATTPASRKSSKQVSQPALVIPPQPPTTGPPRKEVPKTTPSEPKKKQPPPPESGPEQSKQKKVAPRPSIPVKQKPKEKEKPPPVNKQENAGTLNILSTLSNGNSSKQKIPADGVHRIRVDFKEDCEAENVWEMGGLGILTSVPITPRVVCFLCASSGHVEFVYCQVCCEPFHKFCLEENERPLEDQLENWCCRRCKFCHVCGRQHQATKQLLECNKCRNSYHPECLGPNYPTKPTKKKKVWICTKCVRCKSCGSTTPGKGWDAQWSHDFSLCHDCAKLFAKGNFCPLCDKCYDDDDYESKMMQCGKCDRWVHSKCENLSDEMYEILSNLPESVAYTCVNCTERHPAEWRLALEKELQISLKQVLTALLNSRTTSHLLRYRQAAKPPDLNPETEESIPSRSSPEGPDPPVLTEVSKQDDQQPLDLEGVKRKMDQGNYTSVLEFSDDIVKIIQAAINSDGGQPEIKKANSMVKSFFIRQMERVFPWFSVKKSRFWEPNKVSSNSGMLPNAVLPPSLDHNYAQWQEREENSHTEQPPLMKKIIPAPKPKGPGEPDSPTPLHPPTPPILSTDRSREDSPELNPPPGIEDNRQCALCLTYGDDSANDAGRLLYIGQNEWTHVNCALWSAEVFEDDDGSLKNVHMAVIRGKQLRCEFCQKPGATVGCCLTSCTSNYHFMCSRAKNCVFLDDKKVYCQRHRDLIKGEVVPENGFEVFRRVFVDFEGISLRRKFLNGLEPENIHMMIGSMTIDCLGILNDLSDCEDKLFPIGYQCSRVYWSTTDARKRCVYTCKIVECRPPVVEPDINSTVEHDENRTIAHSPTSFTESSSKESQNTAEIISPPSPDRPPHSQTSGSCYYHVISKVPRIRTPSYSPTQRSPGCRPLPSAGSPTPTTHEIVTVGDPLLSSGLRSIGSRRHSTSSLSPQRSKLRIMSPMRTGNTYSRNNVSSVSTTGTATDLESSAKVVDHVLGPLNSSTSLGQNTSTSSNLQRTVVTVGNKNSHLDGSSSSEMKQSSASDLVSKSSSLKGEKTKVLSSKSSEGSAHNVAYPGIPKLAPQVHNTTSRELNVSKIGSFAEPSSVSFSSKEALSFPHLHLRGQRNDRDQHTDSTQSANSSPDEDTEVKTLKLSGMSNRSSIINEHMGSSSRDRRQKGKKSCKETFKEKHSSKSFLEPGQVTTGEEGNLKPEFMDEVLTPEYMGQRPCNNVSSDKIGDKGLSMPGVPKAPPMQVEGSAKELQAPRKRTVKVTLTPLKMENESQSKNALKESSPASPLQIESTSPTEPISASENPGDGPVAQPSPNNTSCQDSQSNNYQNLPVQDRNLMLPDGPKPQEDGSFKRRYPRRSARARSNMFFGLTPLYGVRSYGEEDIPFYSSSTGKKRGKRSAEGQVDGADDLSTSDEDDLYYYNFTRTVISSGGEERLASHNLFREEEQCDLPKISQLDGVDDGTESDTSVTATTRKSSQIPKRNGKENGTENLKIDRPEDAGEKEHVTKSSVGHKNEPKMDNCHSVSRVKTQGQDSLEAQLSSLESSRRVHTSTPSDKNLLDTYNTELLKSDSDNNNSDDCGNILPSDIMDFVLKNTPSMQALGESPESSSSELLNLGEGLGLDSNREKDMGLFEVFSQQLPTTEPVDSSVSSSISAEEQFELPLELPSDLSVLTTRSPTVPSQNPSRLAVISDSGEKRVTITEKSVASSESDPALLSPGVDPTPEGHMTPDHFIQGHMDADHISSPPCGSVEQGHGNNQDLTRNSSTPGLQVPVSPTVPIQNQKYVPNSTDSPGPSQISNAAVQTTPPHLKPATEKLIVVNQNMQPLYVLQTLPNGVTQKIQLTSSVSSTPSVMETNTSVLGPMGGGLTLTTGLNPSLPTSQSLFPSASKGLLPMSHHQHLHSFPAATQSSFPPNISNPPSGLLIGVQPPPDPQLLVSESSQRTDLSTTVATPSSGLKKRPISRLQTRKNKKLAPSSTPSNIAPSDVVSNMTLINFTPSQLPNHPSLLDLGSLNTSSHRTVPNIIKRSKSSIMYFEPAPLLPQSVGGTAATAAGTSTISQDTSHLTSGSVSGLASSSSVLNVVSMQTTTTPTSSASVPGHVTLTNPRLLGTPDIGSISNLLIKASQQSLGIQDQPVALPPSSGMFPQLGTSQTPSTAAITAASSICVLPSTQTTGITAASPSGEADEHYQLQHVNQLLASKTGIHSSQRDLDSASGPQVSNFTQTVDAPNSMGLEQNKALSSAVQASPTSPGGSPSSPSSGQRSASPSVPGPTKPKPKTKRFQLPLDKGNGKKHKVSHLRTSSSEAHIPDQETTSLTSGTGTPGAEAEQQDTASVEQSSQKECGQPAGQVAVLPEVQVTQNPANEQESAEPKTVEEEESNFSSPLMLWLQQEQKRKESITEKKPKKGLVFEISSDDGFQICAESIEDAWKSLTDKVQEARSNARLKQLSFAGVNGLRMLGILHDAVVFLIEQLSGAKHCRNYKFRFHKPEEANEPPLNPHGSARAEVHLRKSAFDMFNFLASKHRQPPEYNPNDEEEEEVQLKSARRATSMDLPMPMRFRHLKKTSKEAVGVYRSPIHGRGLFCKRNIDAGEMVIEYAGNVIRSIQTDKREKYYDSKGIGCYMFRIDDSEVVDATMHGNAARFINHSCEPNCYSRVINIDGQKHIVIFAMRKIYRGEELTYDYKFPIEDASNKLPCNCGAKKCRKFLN
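Steps: dispense CXXC domain solution (7 uM) → pin compounds or unlabeled HOX-A9 DNA control → 5 min ambient → add FLSN-HOX-A9 solution (50 nM) → spin → 30 min ambient → fluorescence polarization. Tris pH 7.5/NaCl/DTT/BSA buffer.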
Menin-MLL TR inh: menin-MLL binding inhibition, Texas Red mutant peptide; Menin + Texas Red MLL mutant peptide, fluorescence polarization; Potency, µM (highest dose often 61.6 µM), for inactives: at the top dose FP activity change, negative = inhibition, usual class: inhibitors; actives 0.23% (n = 270,000); AID 1768; active = well fitted inhibition curve with a large enough effect in the polarisation, with a control signal flat, not every such curve was filed as active; inconclusive = small, poorly fitted or top-dose-only effect, or effect the other way, or a change in a side signal; inactive = no such curve, though single readings can be large or run the other way; the % refers to the polarisation; note: potency is the fitted concentration of half-maximal effect; % of control where 0% means no effect; many of its hits are not listed in these tables
a7 integrin act: activates integrin-mediated alleviation for muscular dystrophy; alpha7betagal myoblasts, beta-gal FDG fluorescence, 48 h; Potency, µM (doses to about 38.3 µM), for the others: top-dose activation, usual class: activators; actives 0.064% (n = 350,000);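 note: potency is the fitted concentration of half-maximal effect; 100% = response of the positive control SU9516; nearly all actives have a fitted effect of over 60% in size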
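Alpha7betagal+/- myoblasts (passage 13) were plated 16-24 hr, then exposed to compounds (1:260 dilution of DMSO stock) for 48 hours at 37C. After MPER lysis, β-galactosidase reporter activity was read as FDG fluorescence (ex 480/em 540) after 30 minutes.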
TSHR antag: antagonists of human thyroid stimulating hormone receptor. P16473. actives 0.2% (n = 330,000). activity change, negative = inhibition, % at 11.5 µM. TSHR-expressing cells, TSH-stimulated cAMP HTRF, 2 h; active compounds read low;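 active = activity change below a set negative limit, meaning inhibition stronger than a set level, cut at about -70% in these data; inconclusive = activity change between two set negative limits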; note: % is set by controls: 0 for no effect and ±100 for the full control effect
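Freshly harvested TSHR cells receive pin-tooled compound, then EC80 TSH at 4nM final. After 2 hours at 37 deg C, antibody in lysis buffer and cAMP-d2 are added; 30 minutes at ambient temperature precede the HTRF read.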
TSG101-PTAP inh: blocks PTAP/TSG101 interaction to inhibit HIV-1 budding; Q99816; Fluorescence polarization, FITC-PTAP peptide / Tsg101 binding; Potency, µM (doses to about 115 µM), for inactives: top-dose activity change, negative = inhibition, hits mostly inhibitors; 340,000 tested, under 10 active; AID 493005; active = well fitted inhibition curve with a large enough effect in the main read-out, with a control signal flat, not every such curve was filed as active; inconclusive = small, poorly fitted or top-dose-only effect, or effect the other way, or a change in a side signal; inactive = no such curve, though single readings can be large or run the other way; note: potency is the fitted concentration of half-maximal effect; % of control where 0% means no effect
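FP read-out: FITC-PTAP peptide, 50 nM final, binding Tsg101 binding domain, 10 uM final; 20 min, r.t.; 10 mM HEPES pH 7.5, 0.15 M NaCl, 0.01% Tween 20, 3 mM EDTA, 0.1 mM TCEP.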
TCR act: T cell receptor activation | primary human leukocytes, anti-CD3, IL-2 HTRF, 48 h | Potency, µM (highest dose often 9.22 µM), for the others: at the top dose activation of IL-2 secretion, actives largely listed as activators | 330,000 tested, under 10 active | AID 504894; note: % of control where 0% means no effect
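Primary human leukocytes incubated 48 hr with anti-CD3 beads plus compound, without co-stimulation. Secreted IL-2 measured by HTRF (europium cryptate/d2 anti-IL-2 pair, 320 nm excitation, 665 nm emission).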
Active calls of the source: *; u = inconclusive; x = not tested or not shown; [ ] = remark or other dose. Unless noted, calls come from the whole dose curve; as a rule, active = well fitted curve in the direction sought with a large enough effect; inconclusive = small, poorly fitted or top-dose-only effect, or another doubt; inactive = no such curve, though single readings can be large; an effect the other way counts as inactive or inconclusive. Not all compounds are listed, so the mix of outcomes need not match the whole.

molecule	MBNL1 CUG block	S-ASM inh	A-T KAP1 phos	Mito fusion yeast	CXXC DNA block	Menin-MLL TR inh	a7 integrin act	TSHR antag	TSG101-PTAP inh	TCR act
CCOc1ccccc1NC(=O)c1cc(C(=O)Nc2ccccc2OCC)cc(N2C(=O)CCC2=O)c1	-3%	-3%	-3%	-4%	0%	6%	0%	-8	1%	-1%
O=C(O)CCN(Cc1ccccc1)S(=O)(=O)c1ccc(Cl)cc1F	-2%	6%	-2%	6%	-8%	0%	0%	1	1%	-5%
COc1ccccc1NC(=O)CC1C(=O)Nc2ccccc2N1C(=O)c1ccccc1 (stereo not drawn)	-7%	4%	1%	-2%	6%	-11%	u	-3	-2%	-5%
COc1ccc(NC(=O)COC(=O)CC23CC4CC(CC(C4)C2)C3)c([N+](=O)[O-])c1	u	-10%	-12%	7%	-2%	-6%	-15%	-18	-3%	-3%[46.1 µM]
Cc1ccc(NC(=O)CSc2nc3ccccc3c3nc(CCc4c(C)n[nH]c4C)nn23)cc1F	-28%	-4%	8%	-4%	7%	0%	-43%	-6	-5%	-2%
COc1ccccc1NC(=O)COC(=O)CNC(=O)C1CCCCC1	x	4%	0%	x	x	x	17%	5	-10%	-6%
Cc1csc2nc(O)c(C(=O)NCC3CCCO3)c(=O)n12 (stereo not drawn)	x	1%	11%	17%	x	x	16%	5	-7%	5%
COc1ccc(C(=O)Nc2nnc(-c3ccccc3)s2)cc1	0%	0%	3%	1%	34%[activator]	u	5%	-5	1%	x
COc1ccc(Sc2ccc(-c3nc4cnccn4c3NC3CCCCC3)cc2OC)cc1	x	x	17%	x	x	x	4%	-1	9%	6%
O=C(Cc1ccc([N+](=O)[O-])cc1)NC(C(=O)O)C(O)c1cccc([N+](=O)[O-])c1 (stereo not drawn)	u	3%	1%	0%	-10%	-1%	6%	-7	2%	3%
Cc1ccc(C(=O)N2CCN(c3cccc(Cl)c3)CC2)cc1C	0%	-4%	3%	20%	2%	-15%	0%	5	0%	0%
O=C(O)c1cc(N/N=C/c2cccc3ccccc23)ccc1Cl	-1%	15%	-1%	2%	-6%	u	24%	2	-1%	0%
Cc1nc(NCC(c2ccccc2)N(C)C)c2c(C)c(C)sc2n1 (stereo not drawn)	-4%	6%	-13%	-20%	3%	-3%	-29%	5	-1%	7%
COc1ccc(CN=Nc2cc(C)nc(NS(=O)(=O)c3ccccc3Cl)n2)cc1	2%	x	2%	8%	1%	0%	x	-12	x	x
COc1ccc(Cl)cc1C(=O)Nc1nnn(C)n1	-14%	11%	4%	1%	-10%	7%	3%	0	-6%	0%
Cc1ccc(S(=O)(=O)Cn2nnnc2C(C(C)C)N2CCSCC2)cc1 (stereo not drawn)	0%	1%	0%	11%	8%	-7%	11%	-21	-3%	1%
O=C(OC(C(=O)NC1CCCCC1)c1ccccc1)c1ccco1 (stereo not drawn)	-9%	2%	2%	-3%	-9%	5%	7%	-2	2%	-1%[46.1 µM]
CCOc1ccccc1CNS(=O)(=O)c1ccc2c(c1)C(C)(C)C(=O)N2C	2%	1%	9%	19%	-6%	-6%	-11%	0	-2%	3%
Clc1ncccc1OCc1ccccc1	x	1%	x	x	x	x	24%	x	-4%	-4%
C#CCOCCOCCOCCNc1nc(N2CCN(C(=O)[C@H]([C@@H](C)CC)n3cc(CCC(=O)O)nn3)CC2)nc(N2CCN(C(=O)[C@H](CCCCN)n3cc(CCCC)nn3)CC2)n1	x	4%	x	x	x	x	8%	x	0%	2%
N#Cc1ccc(CN2CCN(CC(=O)NCCc3ccc(Cl)cc3Cl)CC2)cc1	-10%	1%	11%	-10%	4%	-15%	-32%	-9	-2%	3%
CNc1nc(OCC(F)(F)F)nc(N2CCOCC2)n1	4%	3%	x	0%	-3%	4%	-6%	x	-2%	-2%
CN(CC(=O)Nc1ccccc1F)S(=O)(=O)c1ccc2c(c1)n(C)c(=O)c(=O)n2C	u	4%	-6%	2%	-18%	x	2%	6	-4%	1%
CC(=O)Nc1ccc(NC(=O)CSc2nnc(-c3cccs3)n2C)cc1	5%	-4%	-1%	1%	33%[activator]	x	-5%	7	-5%	0%
OCC1(CCOc2ccccc2)CCN(Cc2ccc(OC(F)F)cc2)CC1	-6%	-1%	16%	6%	-3%	-14%	34%	-5	-8%	11%
On1c2c(c3c4nonc4ccc31)CCCC2	19%	x	8%	5%	-16%	u	x	3	x	-1%[46.1 µM]
O=C(NCc1cccnc1)C(=O)NCC1OCCCN1S(=O)(=O)c1ccccc1 (stereo not drawn)	-18%	2%	-5%	0%	11%	4%	-11%	6	-1%	-7%[46.1 µM]
O=C(Nc1ccnn1C1CCN(C2CCC2)CC1)c1cccc(F)c1	0%	5%	11%	3%	18%	x	-16%	-5	-6%	-2%
O=C(CCN1C(=O)c2ccc([N+](=O)[O-])cc2C1=O)Nc1ccccc1C(=O)O	u	8%	-5%	-3%	-1%	x	-27%	0	3%	0%
Cc1ccc(NC(=O)CSc2nnc(-c3cccs3)o2)cc1S(=O)(=O)N(C)C	-4%	x	1%	1%	-2%	-3%	x	5	x	x
COc1ccc(N2CCN(C3CCCN(Cc4ccc(F)c(F)c4)C3)CC2)cc1 (stereo not drawn)	-9%	-5%	-1%	-8%	6%	-6%	0%	7	-3%	5%
CN(CC(=O)Nc1ccccc1F)CC(=O)Nc1ccccc1Br	1%	0%	5%	-4%	0%	-1%	11%	4	0%	-1%
Cn1c(CCNC(=O)OC(C)(C)C)n[nH]c1=S	-6%	-2%	-7%	6%	7%	3%	16%	9	5%	-15%
CC(C)NC(=O)CC1(C(=O)NCc2ccc(Cl)cc2)CCCC1	2%	2%	0%	-2%	-17%	-17%	-1%	3	-4%	-1%
O=C(CCc1nnc(COc2ccccc2)o1)NCc1ccccc1C(F)(F)F	-3%	1%	4%	-1%	-3%	0%	u	-2	0%	1%
CN(C)c1nc2c(c(=O)[nH]c(=O)n2C)n1CCOc1ccccc1	-8%	2%	-2%	0%	1%	11%	14%	2	-3%	-1%
Cc1ccc(CNC(=O)c2ccc(N3CCC4(CC3)CC(c3cccc(Br)c3)=NO4)c(NC(=O)c3c(Cl)cccc3Cl)c2)cc1	x	3%	22%	-9%	x	x	-5%	10	-3%	-2%
COC(C[C@@H](O)C[C@H](O)[C@H](C)OCc1ccccc1)OC	x	-1%	x	x	x	x	-7%	x	-4%	0%
COC(=O)c1ccc(C23CC4(C2)[C@H](CN(Cc2ccc(C(F)(F)F)cc2)[C@@H]4c2ccccc2)C3c2ccc(Cl)nc2)cc1 (stereo partly drawn)	0%	23%	-16%	0%	10%	15%	8%	3	x	-1%
Cc1cccc(C)c1NC(=O)C1(NC(=O)C2CCCN2C(=O)OC(C)(C)C)CCCCC1 (stereo not drawn)	2%	-1%	1%	1%	-4%	12%	-1%	13	-2%	-2%
CN1C(=O)CC(C(=O)O)SC1=Nc1ccc(F)cc1 (stereo not drawn)	-3%	2%	4%	-2%	-2%	-8%	-2%	9	-3%	-2%[46.1 µM]
COc1cccc2cc(-c3cn4cccc(C)c4n3)c(=O)oc12	x	28%	x	x	x	x	16%	x	-3%	2%
COc1cc(C(=O)N=c2sc3c(C)ccc(OC)c3n2C)cc(OC)c1OC	2%	50%	-3%	3%	2%	x	1%	28	-5%	6%
CCCNC(=O)c1ccccc1NC(=O)c1ccccc1N(C)S(C)(=O)=O	u	-1%	x	0%	-4%	2%	-13%	19	-1%	2%[46.1 µM]
O=C(CN1CCOCC1)Nc1nc2cc([N+](=O)[O-])ccc2s1	u	-2%	2%	u	5%	3%	5%	0	-2%	-3%[46.1 µM]
O=C(NN=Cc1cccc2ccccc12)C(=O)NN=Cc1cccc2ccccc12	x	31%[activator]	x	x	x	x	16%	x	-6%	4%
O=C(NCCCn1ccnc1)/C(=C\c1ccccc1F)NC(=O)c1ccccc1	4%	1%	2%	2%	8%	x	-5%	-8	0%	10%
COc1ccc(NC(=O)CN2C(=O)NC(C)(C3CCCCC3)C2=O)c(OC)c1 (stereo not drawn)	x	-1%	-7%	-6%	x	x	-19%	-7	6%	1%
O=C(O)CSc1nc(C(F)(F)F)cc(=O)n1-c1ccccc1	-5%	2%	-2%	0%	1%	-2%	-11%	-2	-10%	x
